hcGAS lum: human cGAS inhibition; 0.081% of 290,000 active; AID 1259398; recombinant h-cGAS, ATP depletion, Kinase-Glo luminescence; inhibition, % at 12.5 µM; Q8N884;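 note: 0% = vehicle reaction and 100% = reaction without DNA for no activity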
Target sequence (Q8N884 whole entry, looked up): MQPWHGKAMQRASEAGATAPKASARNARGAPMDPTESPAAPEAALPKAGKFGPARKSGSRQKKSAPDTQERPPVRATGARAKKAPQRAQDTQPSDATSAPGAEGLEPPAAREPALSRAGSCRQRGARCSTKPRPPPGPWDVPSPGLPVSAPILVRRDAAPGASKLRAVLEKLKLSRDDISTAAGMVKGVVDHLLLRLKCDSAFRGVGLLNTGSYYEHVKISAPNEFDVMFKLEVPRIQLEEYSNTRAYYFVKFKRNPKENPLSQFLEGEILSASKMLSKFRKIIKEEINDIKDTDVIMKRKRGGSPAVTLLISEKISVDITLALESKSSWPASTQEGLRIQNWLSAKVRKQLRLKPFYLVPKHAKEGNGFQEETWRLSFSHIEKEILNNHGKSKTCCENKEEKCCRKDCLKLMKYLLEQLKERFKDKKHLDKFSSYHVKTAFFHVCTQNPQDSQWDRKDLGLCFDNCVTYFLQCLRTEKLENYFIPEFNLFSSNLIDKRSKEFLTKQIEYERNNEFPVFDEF
mcGAS inh: inhibitors of mouse cGAS; Q8C6L5; recombinant cGAS, Kinase-Glo ATP depletion luminescence; inhibition, % at 12.5 µM; 0.15% of 160,000 active; AID 1259399;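 note: 0% = negative control wells and 100% = reference inhibitor with no enzyme activity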
NPYLR7 agonist: activates Aedes aegypti NPYLR7 receptor; 0.15% of 270,000 active; HEK293T NPYLR7/Galpha15, GCaMP6s calcium fluorescence; activation, % at 10 µM; in the data active = activation above about 40%;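 note: 0% = vehicle and 100% = reference agonist at the receptor; some compounds past the cut are filed as inactive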
Active calls of the source: *; & = joins results of further samples. Cut-off read from the data, not from the text of the source, unless noted: active = inhibition above about 40%; inactive = the rest.

For CCn1c(C2CCCN(C(=O)CC34CC5CC(CC(O)(C5)C3)C4)C2)n[nH]c1=O (centres undefined) the results were hcGAS lum 1 and NPYLR7 agonist 14.
`COc1cc(CN2CCN(CC=C(C)C)C(CCO)C2)ccc1O` (centres undefined) gave hcGAS lum 2 and NPYLR7 agonist 4.
Screening CC1=C(CC(=O)O)c2cc(F)ccc2/C1=C\c1ccc(S(C)=O)cc1 (centres undefined) returned hcGAS lum -2&1&0&1, mcGAS inh -2&-1 and NPYLR7 agonist -8&-12&-5&1.
Screening O=C(Nc1cccc(NS(=O)(=O)c2cccc(Cl)c2)c1)c1ccco1 returned hcGAS lum -5 and NPYLR7 agonist 8.
`CCC(C(=O)N1CCC2(CC1)C(=O)N(CC(=O)NC1CCCCC1)CN2c1ccccc1)c1ccccc1` (centres undefined) gave hcGAS lum -5, mcGAS inh -4 and NPYLR7 agonist 16.
For Fc1ccc(OC2OCCOC2Oc2ccc(F)cc2)cc1 (centres undefined) the results were hcGAS lum -1 and NPYLR7 agonist -1.
For Cc1cccc(Cc2c(C)nc(C)nc2N2CCN(S(=O)(=O)c3ccc(Br)cc3)CC2)c1 the results were hcGAS lum -7, mcGAS inh -5 and NPYLR7 agonist 5.
COc1ccc(-n2nnnc2CNS(=O)(=O)c2ccc(OC)cc2)cc1 was read as hcGAS lum -3, mcGAS inh -6 and NPYLR7 agonist 4.
Screening O=C(c1cc2n(n1)CCN(Cc1cccc(F)c1)C2=O)N1CCN(c2ccccc2F)CC1 returned hcGAS lum -4, mcGAS inh -7 and NPYLR7 agonist 10.
Screening Cc1ccc(C(=O)Nc2ccc(NC(=O)CCN3CCCO3)cc2)o1 returned hcGAS lum 0 and NPYLR7 agonist -3.
CC1(C)CC(NS(=O)(=O)c2ccc(I)cc2)CC(C)(C)N1 was read as hcGAS lum -7 and NPYLR7 agonist 3.
COc1cccc2c1OCCCN(C1CCCNC1)C2 (centres undefined) was read as hcGAS lum -4, mcGAS inh -15 and NPYLR7 agonist 3.
`CC(=O)NC(c1ccc(F)c(F)c1)c1nc(-c2cccc(C(=O)O)c2)cs1` (centres undefined) gave hcGAS lum -8 and NPYLR7 agonist 5.
CC1(C(=O)O)OCC2(CO1)COC(C)(C(=O)O)OC2 (centres undefined) was read as hcGAS lum 6 and NPYLR7 agonist -6.
For NC(=O)Cc1csc(NC(=O)c2ccc[nH]c2=O)n1 the results were hcGAS lum 0, mcGAS inh -6 and NPYLR7 agonist 1.
For CCCN(CC(=O)Nc1cc(-c2ccccc2)nn1-c1ccc(Cl)cc1)C(=O)Nc1ccc(C)c(C)c1 the results were hcGAS lum -4, mcGAS inh -3 and NPYLR7 agonist -3.
Screening O=C(c1ccc([N+](=O)[O-])s1)N(Cc1cccnc1)c1nc2ccc(Cl)cc2s1 returned hcGAS lum 1, mcGAS inh -4 and NPYLR7 agonist -12.
For O=C(c1cccs1)N1N=C(c2cccs2)CC1c1ccco1 (centres undefined) the results were hcGAS lum -2 and NPYLR7 agonist -6.
Screening CCC(C)N(Cc1csc(COc2ccc(C)c(C)c2)n1)C(=O)c1ccccc1F (centres undefined) returned hcGAS lum -3, mcGAS inh -9 and NPYLR7 agonist 3.
For O=C(O)C(Sc1cc(Cl)ccc1Cl)c1ccccc1 (centres undefined) the results were hcGAS lum -4, mcGAS inh -6 and NPYLR7 agonist 1.

Some of these compounds in order of molecular weight, low to high:
CC1(C(=O)O)OCC2(CO1)COC(C)(C(=O)O)OC2 (centres undefined) was read as hcGAS lum 6 and NPYLR7 agonist -6.
For O=C(c1cccs1)N1N=C(c2cccs2)CC1c1ccco1 (centres undefined) the results were hcGAS lum -2 and NPYLR7 agonist -6.
Screening O=C(c1cc2n(n1)CCN(Cc1cccc(F)c1)C2=O)N1CCN(c2ccccc2F)CC1 returned hcGAS lum -4, mcGAS inh -7 and NPYLR7 agonist 10.

Fetched one by one from the list above:
CC1(C(=O)O)OCC2(CO1)COC(C)(C(=O)O)OC2 (centres undefined) was read as hcGAS lum 6 and NPYLR7 agonist -6.
Screening CCC(C)N(Cc1csc(COc2ccc(C)c(C)c2)n1)C(=O)c1ccccc1F (centres undefined) returned hcGAS lum -3, mcGAS inh -9 and NPYLR7 agonist 3.
For CCn1c(C2CCCN(C(=O)CC34CC5CC(CC(O)(C5)C3)C4)C2)n[nH]c1=O (centres undefined) the results were hcGAS lum 1 and NPYLR7 agonist 14.
`CCC(C(=O)N1CCC2(CC1)C(=O)N(CC(=O)NC1CCCCC1)CN2c1ccccc1)c1ccccc1` (centres undefined) gave hcGAS lum -5, mcGAS inh -4 and NPYLR7 agonist 16.
COc1cccc2c1OCCCN(C1CCCNC1)C2 (centres undefined) was read as hcGAS lum -4, mcGAS inh -15 and NPYLR7 agonist 3.

(list continues)
`CC1CCc2c(sc(NC(=O)c3ccno3)c2-c2nc3ccccc3s2)C1` (centres undefined) gave hcGAS lum -2, mcGAS inh -7 and NPYLR7 agonist -3.
`COc1c(S(=O)(=O)NCc2ccc3c(c2)OCO3)ccc(Cl)c1Cl` gave hcGAS lum -11 and NPYLR7 agonist -1.
Screening CC(C)C1CN(C(=O)c2cnn(C)c2)CCCN1CC1CC1 (centres undefined) returned hcGAS lum -4 and NPYLR7 agonist 4.
CCCCc1ccc(S(=O)(=O)c2cnc(SCC(=O)NCc3ccc(C)cc3)[nH]c2=O)cc1 was read as hcGAS lum 0, mcGAS inh 0 and NPYLR7 agonist -1.
`CC(C)c1ccc(NC2CCCN(C(=O)C3CCN(C(=O)N(C)C)CC3)C2)cc1` (centres undefined) gave hcGAS lum 6 and NPYLR7 agonist 9.
O=C(Nc1nccs1)c1cc(S(=O)(=O)N2CCOCC2)c(Cl)cc1Cl was read as hcGAS lum -7, mcGAS inh -8 and NPYLR7 agonist -9.
Screening CN(c1ncccc1CNc1nc(Nc2ccc3c(c2)CC(=O)N3)ncc1C(F)(F)F)S(C)(=O)=O returned hcGAS lum -7&-2&-1, mcGAS inh -10&-6&-3 and NPYLR7 agonist 0&-2&-10.
`OCc1ccc(CN2CCC(c3ccnc(-c4cccnc4)c3)C2)o1` (centres undefined) gave hcGAS lum -7 and NPYLR7 agonist -2.
O=C1CSC(c2ccc3c(c2)OCO3)N1c1ccc(F)cc1 (centres undefined) was read as hcGAS lum 4, mcGAS inh 2 and NPYLR7 agonist 4.
For Cc1cc(C(=O)N2CCC(C)CC2)cc(S(=O)(=O)N2CCC(C)CC2)c1C the results were hcGAS lum -3, mcGAS inh -5 and NPYLR7 agonist 3.
Screening Cn1ncc(N2CCOC(CCNC(=O)N3CCCCC3)C2)cc1=O (centres undefined) returned hcGAS lum -12 and mcGAS inh -8.
For C=CCNC(=O)CN1CN(c2ccccc2)C2(CCN(C(=O)Nc3ccc(Cl)c(Cl)c3)CC2)C1=O the results were hcGAS lum -8, mcGAS inh -6 and NPYLR7 agonist 20.
`COC(=O)C1=C(C)NC(C)=C(C(=O)OC)C1c1ccccc1[N+](=O)[O-]` gave hcGAS lum 17&5&8&-3&8, mcGAS inh 51* and NPYLR7 agonist 14&-7&-8&1&0.
`Cc1ccc(-n2nc3c(c2NC(=O)/C=C\c2ccc4c(c2)OCO4)CS(=O)(=O)C3)c(C)c1` gave hcGAS lum -6 and NPYLR7 agonist 2.
`COc1ccc(CC(=O)N(CC(=O)N(Cc2ccc(F)cc2)Cc2cccs2)C2CCCCC2)cc1` gave hcGAS lum 3, mcGAS inh 3 and NPYLR7 agonist -8.
For COC(=O)CCn1cc(CN2CCCN(c3ccc(F)cc3)CC2)cn1 the results were hcGAS lum 0, mcGAS inh -12 and NPYLR7 agonist -1.
Screening CCOc1ccc(NC(=O)CC(NCC2CCCO2)C(=O)O)c([N+](=O)[O-])c1 (centres undefined) returned hcGAS lum 0 and NPYLR7 agonist -1.
COc1ccc(CCN(C)c2cc(Cl)nc(SCc3cccc(C(=O)NCCN4CCOCC4)c3)n2)cc1OC was read as hcGAS lum -4, mcGAS inh -5 and NPYLR7 agonist -7.
Screening CCOCCCN1C(=O)c2ccccc2C1Nc1ccc(C(=O)N2CCC3(CC2)OCCO3)cc1 (centres undefined) returned hcGAS lum -5 and mcGAS inh -5.
`CCCc1c(C(=O)NCc2ccco2)cnn1-c1cccc(F)c1` gave hcGAS lum -1, mcGAS inh -3 and NPYLR7 agonist 11.
Screening COCc1noc(-c2cccc3c2ccn3C)n1 returned hcGAS lum -5 and NPYLR7 agonist 1.
Screening Cc1c(NC(=O)C(C)(C)Cc2cccc(Cl)c2)cccc1C(N)=O returned hcGAS lum 3, mcGAS inh 1 and NPYLR7 agonist 1.
Screening CC(=O)c1cccc(-n2c(=O)c3ccccc3n(CC(=O)NCCN3CCCC3)c2=O)c1 returned hcGAS lum 4, mcGAS inh 0 and NPYLR7 agonist 3.
For Cn1nc(C2CCN(c3ccc(C(N)=O)cn3)CC2)n(Cc2ccccc2)c1=O the results were hcGAS lum -1 and NPYLR7 agonist 11.
Cc1nc2ccc(NC(=O)c3ccccn3)cc2c(=O)n1-c1ccc(Cl)cc1 was read as hcGAS lum -2 and NPYLR7 agonist -7.
Screening COc1ccccc1/C(C)=C/C(=O)NCCc1ncn[nH]1 returned hcGAS lum -7 and NPYLR7 agonist 7.
Screening COCc1noc(-c2nn(-c3ccccc3F)c3c2CCC3)n1 returned hcGAS lum -4 and NPYLR7 agonist 2.
Screening C=CCn1c(C)cn2c3c(=O)n(Cc4cccc(Cl)c4)c(=O)n(C)c3nc12 returned hcGAS lum -5 and NPYLR7 agonist 8.
Screening COCCCN(Cc1c(-c2ccccc2)noc1N1CCCCC1C)C(=O)C1CC1 (centres undefined) returned hcGAS lum -1, mcGAS inh -5 and NPYLR7 agonist -4.
Screening CCCCN(Cc1cccn1Cc1cccc(C)c1)C(=O)CN(CCCC)C(=O)c1ccc(Cl)cc1 returned hcGAS lum -3 and mcGAS inh -4.
Screening CCOC(=O)c1cnc(-c2cccnc2)nc1N(C)CCc1ccccc1 returned hcGAS lum -1, mcGAS inh -5 and NPYLR7 agonist -2.
Cc1ccc(OCC(N)=O)c(-c2ccc(C(C)N3CCOCC3)cc2)c1 (centres undefined) was read as hcGAS lum -8, mcGAS inh -3 and NPYLR7 agonist 21.
Cc1nc2cc(C(F)(F)F)ccc2n1C1CCN(C(=O)COCc2ccccc2)CC1 was read as hcGAS lum -12 and mcGAS inh -6.
`CC1CN(C(=O)CC(N)c2ccccc2)CC(C)O1` (centres undefined) gave hcGAS lum -4&-5 and NPYLR7 agonist -2&2.
`CCn1cc(C(CC(=O)NCCN2CCCC2)c2ccc3c(c2)OCO3)c2ccccc21` (centres undefined) gave hcGAS lum -8, mcGAS inh -6 and NPYLR7 agonist 3.
`O=C(C[C@@H]1O[C@H](CNCc2cccc(Cl)c2)[C@@H](O)[C@H]1O)NCc1ccc(F)cc1` gave hcGAS lum -2, mcGAS inh -3 and NPYLR7 agonist -15.
CCCNc1nc2c(C)cccn2c(=O)c1C=C1SC(=S)N(CCc2ccccc2)C1=O was read as hcGAS lum -6, mcGAS inh -6 and NPYLR7 agonist 2.
`COc1cc2c(cc1OC)C(CNC(=O)c1ccc(Cl)cc1)N(C(=O)Nc1ccccc1)CC2` (centres undefined) gave hcGAS lum -2, mcGAS inh -5 and NPYLR7 agonist 5.
`COc1ccccc1OC1CN(C(=O)c2cn3ccsc3n2)C1` gave hcGAS lum -6, mcGAS inh -11 and NPYLR7 agonist 10.
For CCCN(Cc1c(C)nn(-c2ccccc2)c1Oc1cccc(OC)c1)CC(O)COC (centres undefined) the results were hcGAS lum -2, mcGAS inh -5 and NPYLR7 agonist -1.
For Cc1c(C#N)c(NC(=O)CSc2nncn2C2CC2)n(C2CCCC2)c1C the results were hcGAS lum -5 and NPYLR7 agonist -7.
Screening NC(=O)c1ccccc1NC(=O)C1CCN(c2ccc(-c3ccco3)nn2)CC1 returned hcGAS lum -4, mcGAS inh -7 and NPYLR7 agonist -7.
O=C(Cc1ccc(F)cc1)OCc1cc(-c2ccc3c(c2)OCO3)on1 was read as hcGAS lum -9 and NPYLR7 agonist -3.
For COc1ccc(F)c(-c2cnc(-n3cnnc3)cc2C)c1 the results were hcGAS lum -4, mcGAS inh -18 and NPYLR7 agonist 4.
Screening c1ccc(-c2noc(CN3CCC(C4CCCCC4)C3)n2)nc1 (centres undefined) returned hcGAS lum -6 and NPYLR7 agonist 11.
Cc1cc(N)n(CC(=O)N2C[C@@H](CN3CCCC3)[C@@H](CO)C2)n1 was read as hcGAS lum 0 and mcGAS inh 0.
Screening CCCCN(CC(=O)N1c2ccccc2-n2cccc2C1c1ccco1)C(=O)Nc1c(C(C)C)cccc1C(C)C (centres undefined) returned hcGAS lum -4, mcGAS inh -6 and NPYLR7 agonist -1.
For CC(C)Oc1ccc(F)cc1NC(=O)C(=O)NC(C)c1nncn1C (centres undefined) the results were hcGAS lum -6, mcGAS inh -15 and NPYLR7 agonist 9.
Screening CC(=O)C12C3C4C(C5C1C3C5(Br)C41OCCO1)C21OCCO1 (centres undefined) returned hcGAS lum -1 and NPYLR7 agonist -5.
`O=C(NCc1ccco1)c1cnn(-c2ccccc2)c1C(F)(F)F` gave hcGAS lum 0, mcGAS inh -5 and NPYLR7 agonist 22.
`O=C(c1cn[nH]c1-c1cccc(F)c1)N1C[C@@H]2[C@@H]3CC[C@@H](C3)[C@@H]2C1` gave hcGAS lum -7 and mcGAS inh -13.
Screening CC(NC(=O)Cc1csc(-c2ccsc2)n1)c1ccccc1Cl (centres undefined) returned hcGAS lum -5, mcGAS inh -7 and NPYLR7 agonist 13.
Screening O=C1CC2(CCCC2)CN1[C@@H]1c2ccccc2C2(CCNCC2)[C@H]1O returned hcGAS lum -5 and NPYLR7 agonist 17.
For Cc1c(CN(C)Cc2nn(C)c3cccc(Cl)c23)cnn1C the results were hcGAS lum -4 and mcGAS inh -12.

High-throughput results from PubChem BioAssay.

Rows are unselected; any-hit rate near 0.29%.
